# Screening data deposited in PubChem BioAssay by several laboratories.
# Cardiac RTF inh – cardiac RTF calcium sensitivity inhibitors, primary screen, biochemical, IANBD-TnC fluorescence, EC70 calcium; Troponin I, cardiac muscle (Homo sapiens) + Troponin T, cardiac muscle (Homo sapiens) + …; IANBD-labeled cardiac RTF, Ca2+ fluorescence; inhibition, % at 7.15 µM; 340,000 compounds, 0.12% hits;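 active means inhibition above the mean inhibition of all tested compounds plus 3 SD, cut at about 17% in these data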;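 further: assay run at fixed EC70 calcium of 1.6 mM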
# DSG3 Ab inh – inhibitors of pemphigus antibody binding to DSG3, primary screen, biochemical, bead-based, flow cytometry, scFv-GFP. AID 588358, 2011. 310,000 compounds, 0.48% hits. binding (percent of control), % at 10 µM. Desmoglein-3 (Homo sapiens), P32926. DSG3-coupled beads, scFv-anti-DSG3-GFP binding; hits give low values;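 active means binding more than 3 SD below its plate's average and above zero; inconclusive means below that plate limit but binding exactly zero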;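 further: hits lower antibody fragment binding to DSG3; some compounds called inactive have numbers as strong as hits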
# LANA DNA inh – inhibitors of KSHV C-LANA binding to DNA, primary screen, biochemical, fluorescence polarization, FAM-LBS DNA, MBP-C-LANA, single point. Kaposi's sarcoma herpesvirus LANA C-terminal domain (residues 932-1162) DNA binding. inhibition, % at 9 µM. 340,000 compounds, 0.078% hits;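 active means highest replicate inhibition at or above 60% at 9 µM, even if other replicates fall short; inactive means all replicates below 60% inhibition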;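 further: 0% = neutral control wells and 100% = 4 µM acridine orange control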
# Arrestin-AP2 inh – inhibitors of beta-arrestin/AP2 binding, primary screen, biochemical, GPCR trafficking, flow cytometry | inhibition, % at 10 µM | 340,000 compounds, 0.31% hits | beta-arrestin 1 C-terminal peptide binding to AP2 beta2-adaptin appendage (human) | FITC-arrestin peptide / GST-AP2 beads; AP2 beta2 appendage carries R879A mutation | AID 504490, 2011;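 active means inhibition above a set limit, near 3 SD of compounds lacking own fluorescence, cut at about 54% in these data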;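 further: plate controls were DMSO wells for no effect and 5 µM unlabelled arrestin peptide for full effect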
#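 Test system: GST-tagged AP2 beta2-adaptin appendage (R879A) on 4 µm glutathione beads; also added: fluorescein-tagged arrestin peptide at 50 nM final; timing: 12 min plus 1 h, RT; signal: flow cytometry, FL1 (488/535 nm); read-out: percent drop in bead-associated FITC signal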
# MOR-DOR ag – agonists of OPRM1-OPRD1 heterodimerization, primary screen, cell-based, luminescence; cells; 340,000 compounds, 0.3% hits; Mu-type opioid receptor (Homo sapiens) + Delta-type opioid receptor (Homo sapiens), …; activation, % at 9.3 µM; AID 504326, 2011; in the data active means activation above about 18%;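 further: 0% = vehicle-treated cells and 100% = reference agonist; values of inactives mirror those of a sister screen read the other way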
# OPRM1-OPRD1 inv – inverse agonists of MOR-DOR heterodimerization, primary screen, cell-based, luminescence; cell-based MOR-DOR heterodimer luminescence, inverse agonism; inhibition, % at 9.3 µM; 340,000 compounds, 0.21% hits; AID 504357, 2011; Mu-type opioid receptor (Homo sapiens) + Delta-type opioid receptor (Homo sapiens), …; in the data active means inhibition above about 22%, passing the limit was not always enough;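 further: 0% = cells with DMSO and 100% = wells without cells with DMSO; values of inactives mirror those of a sister screen read the other way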
# Wnt bcat act – Wnt/beta-catenin pathway activators, primary screen, cell-based, plate reader, single point | AID 743398, 2014 | activation, % at 9.35 µM | Wnt/beta-catenin reporter cell assay, activator | 300,000 compounds, 1.2% hits; in the data active means activation above about 30%, passing the limit was not always enough; inconclusive means no clear call, values can overlap the other calls;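 further: 0% = neutral control wells and 100% = positive control wells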
# V-ATPase pHluor – regulators of yeast V-ATPase proton pumping, primary screen, pHLuorin cytosolic pH fluorescence. S. cerevisiae. response, % at 10 µM. 350,000 compounds, 0.37% hits. AID 504577, 2011; in the data active means response mostly above about 7.3%, no sharp cut-off; inactive means mostly below about 5.4%; further: actives read high; inactives centre near 0; some compounds called inactive have numbers as strong as hits; reference of the scale not given here
# RTF Ca sens act – cardiac RTF calcium sensitivity activators, primary screen, biochemical, IANBD-TnC fluorescence, EC20 calcium. Troponin I, cardiac muscle (Homo sapiens) + Troponin T, cardiac muscle (Homo sapiens) + …. IANBD-labeled TnC RTF fluorescence at EC20 calcium; 0% EC20 calcium, 100% full calcium. activation, % at 7.2 µM. 340,000 compounds, 0.24% hits;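 active means activation above the mean over all tested compounds plus 3 SD, cut at about 30% in these data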;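 further: rise in fluorescence read as greater calcium sensitivity of cardiac thin filaments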
# Keap1 Nrf2 FP – Keap1-Nrf2 protein-protein interaction inhibitors, primary screen, biochemical, fluorescence polarization, single point. inhibition, % at 9.4 µM. Keap1 Kelch-Nrf2 peptide fluorescence polarization, 1536-well. 340,000 compounds, 0.15% hits. Kelch-like ECH-associated protein 1 (Homo sapiens), Q14145; in the data active means inhibition above about 12%; inconclusive means no clear call, values can overlap the other calls; inactive means below about 7.3%;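 further: human Keap1 Kelch domain with fluorescein labeled Nrf2 9mer peptide probe; 0% = neutral control wells and 100% = peptide positive control; higher means more block of Keap1 binding to Nrf2 peptide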
# Target sequence (Q14145 whole entry, looked up, the tested form may be a part): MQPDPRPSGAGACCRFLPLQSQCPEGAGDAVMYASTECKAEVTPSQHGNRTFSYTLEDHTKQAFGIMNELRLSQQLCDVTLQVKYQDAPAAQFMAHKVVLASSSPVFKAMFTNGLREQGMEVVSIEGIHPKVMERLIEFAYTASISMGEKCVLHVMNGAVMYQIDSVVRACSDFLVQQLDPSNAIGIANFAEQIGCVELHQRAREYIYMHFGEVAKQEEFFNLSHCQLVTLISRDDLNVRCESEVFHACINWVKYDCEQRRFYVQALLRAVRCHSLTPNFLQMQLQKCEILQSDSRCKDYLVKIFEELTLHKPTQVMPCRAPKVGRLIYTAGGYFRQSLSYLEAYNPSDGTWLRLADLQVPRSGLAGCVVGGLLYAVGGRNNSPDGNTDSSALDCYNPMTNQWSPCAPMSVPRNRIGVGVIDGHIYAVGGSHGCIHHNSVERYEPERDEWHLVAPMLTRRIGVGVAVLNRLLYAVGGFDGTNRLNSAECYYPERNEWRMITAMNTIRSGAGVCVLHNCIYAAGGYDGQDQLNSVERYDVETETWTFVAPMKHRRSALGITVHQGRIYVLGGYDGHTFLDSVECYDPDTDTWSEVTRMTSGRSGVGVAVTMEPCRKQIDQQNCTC
# Active calls of the source: *; ? = inconclusive; . = not tested or not shown.
SMILES,Cardiac RTF inh,DSG3 Ab inh,LANA DNA inh,Arrestin-AP2 inh,MOR-DOR ag,OPRM1-OPRD1 inv,Wnt bcat act,V-ATPase pHluor,RTF Ca sens act,Keap1 Nrf2 FP
CC(NC(=O)C(=O)N1CCCCC1)C(c1cccs1)N1CCN(Cc2ccccc2)CC1 (centres undefined),-5,105,-0.6,39,-2.9,15,1,-1,0,-2
O=C(O)/C=C/C(=O)Nc1ccccc1-c1ccccc1,-10,104,-1.4,20,1.4,-6,-1,-1,-3,4
CCOc1ccc(CCNC(=O)CSCc2ccc(C)cc2)cc1OCC,-6,102,-1.6,-4,-0.2,1,-1,-1,1,-1
CN1CCN(S(=O)(=O)c2ccc([N+](=O)[O-])cc2)CC1,-2,120,-1.1,-1,1.4,-7,-1,3,-1,-3
COCc1cc(=O)[nH]c(-c2ccccc2)n1,1,102,1.0,3,-0.1,1,.,-2,-2,-4
COc1ccc(S(N)(=O)=O)cc1C(=O)NNC(=O)c1cccc(S(=O)(=O)N2CCOCC2)c1,-2,101,0.4,13,-4.0,16,0,-1,1,0
c1ccc(NCCCNc2ccccc2)cc1,-4,105,-0.1,1,-2.0,9,.,-1,-3,-5
COCCOC(=O)C1=C(C)NC(=O)NC1c1c(F)cccc1Cl (centres undefined),-6,100,-0.3,13,-2.9,16,-1,-1,-2,-2
O=C(Cn1nc(Cl)nc1Cl)c1ccc2c(c1)OCCO2,-5,.,0.8,6,-1.0,6,2,-2,0,1
Clc1ccc(Cc2noc(-c3cccs3)n2)cc1,-7,103,0.8,1,-1.1,6,.,4,-8,0
COc1cc(CN2CCN(CCCc3ccccc3)C(CCO)C2)cc(OC)c1O (centres undefined),1,103,0.3,5,0.2,-1,0,-2,2,-1
CC(C(=O)Nc1ccc(Br)cc1)N(C)CC(=O)NCc1ccco1 (centres undefined),-5,.,-0.9,-1,-2.0,8,-1,-1,-5,-2
COC(=O)c1cnn2c(C)c(Cc3cccc(F)c3)c(C)nc12,-12,101,2.1,8,-1.8,10,-1,3,1,-5
CN1CCN(/N=C/c2nc(-c3ccc(Cl)cc3)n3ccccc23)CC1,4,102,1.6,30,-1.6,8,?,3,4,-2
COc1ccc(NC(=O)Nc2c(C)n(C)n(-c3ccccc3)c2=O)c(OC)c1,-5,103,0.0,1,-3.0,15,-3,1,-4,2
CCOC(=O)Cc1cc(=O)n2[nH]c(C(C)(C)C)cc2n1,-6,109,-1.3,39,-1.2,6,0,5,2,3
Cc1sc2nc(CC(=O)N3CCCC3)[nH]c(=O)c2c1C,-10,102,-1.4,-12,-2.4,12,4,1,1,0
O=C1CC(NC(=O)C(F)(F)F)=NN1c1ccccc1,-2,103,-1.6,42,-1.7,10,0,3,4,1
NN(Cc1ccccc1)C(=S)Nc1ccc(Cl)c(Cl)c1,-2,102,0.6,13,4.2,-23,-1,-2,-6,2
O=C(Nc1cccc2c1CCCC2)c1ccccc1Cl,-9,104,0.1,21,-0.3,2,-1,0,-3,3
O=C(NCc1nc2ccccc2[nH]1)c1ccc([N+](=O)[O-])cc1,-3,94,1.1,-7,0.9,-5,0,-2,3,4
O=C(Nc1cccc(S(=O)(=O)N2CCCCC2)c1)c1ccc2ncsc2c1,-12,93,-0.8,-10,3.6,-19,12,-2,2,-3
C=CCOc1c(CNc2ccc(C(=O)O)cc2)cccc1OC,-8,99,0.7,-7,-2.8,14,3,-1,2,-2
CCCCCCCC1CC(=O)C=C(C)C1C(=O)OCC (centres undefined),.,101,.,-15,.,.,1,3,.,.
O=C1Nc2ccccc2/C1=N/N=C/c1ccc(-c2ccc([N+](=O)[O-])cc2)o1,-10,72*,0.6,-7,2.7,-14,0,-1,6,-5
O=C1NCCCC1C(=O)NCCN1C(=O)CCC1=O (centres undefined),-1,99,-0.9,19,-1.7,10,1,2,0,4
CCS(=O)(=O)c1ccc2oc(Nc3cccc(OC)c3)nc2c1,-19,102,0.8,13,1.6,-9,8,3,7,-2
O=C(Nc1cccc2ccccc12)N1CCc2ccccc2C1,-1,78,-1.4,19,0.7,-4,3,0,-3,-1
Cc1ccc(S(=O)(=O)Nc2ccc3c(c2)c2c(n3S(=O)(=O)c3ccc(C)cc3)CCCC2=O)cc1,0,104,0.3,-9,-2.5,14,-7,-2,8,3
CN(C)c1ccc(/C=N/NC(=S)NCc2ccccc2)cc1,-10,107,-0.1,24,2.7,-15,2,-4,9,0
CCC(C)N=CC1=C(O)CC(c2ccccc2)CC1=O (centres undefined),-8,97,0.4,13,-0.2,1,.,-3,-2,8
Cn1c(=O)c2c(nc(CN3CCC(C(N)=O)CC3)n2Cc2c(Cl)cccc2Cl)n(C)c1=O,-4,.,-0.7,16,-3.2,19,25,0,4,3
Cc1cccc(C)c1NC(=O)CSCc1cccc(CSCC(=O)Nc2c(C)cccc2C)n1,-4,.,-2.0,9,1.8,-10,.,-4,-4,-5
CC1CCc2[nH]c3ccc(C(=O)N4CCCC(C(F)(F)F)C4)cc3c2C1 (centres undefined),-2,100,-2.1,25,0.3,-2,-3,3,-16,2
CCN(CC)C(=O)CN1C(=O)c2cccc3cccc1c23,1,104,-1.6,-10,-3.0,14,0,-2,-3,1
Cc1ccc([C@H]2C(C(=O)O)=CC[C@@H](c3ccc(C(C)C)cc3)N2S(=O)(=O)c2ccc(C)cc2)cc1,-2,105,1.4,0,0.4,-2,-1,-1,-5,0
Cc1cc(Br)ccc1SCC(=O)OCC(=O)NCc1ccc2c(c1)OCO2,-1,106,-1.1,-5,1.2,-9,-3,4,6,-2
COc1ccc(C2=Nn3c(nnc3-c3ccccc3F)SC2)cc1OCC1CC1,4,.,2.4,31,-1.5,8,6,0,-1,-1
CN(C(=O)c1ccc(NC(=O)Cc2cccc(NC(=O)C3CCN(C(=O)C4CCCCC4)CC3)c2)cc1)C1CC1,-2,98,-0.2,22,-0.5,2,-1,2,-8,-1
COc1cc2c(cc1OC)C(COc1ccc3c(C)cc(=O)oc3c1)N(C(=O)c1ccco1)CC2 (centres undefined),-11,.,-0.7,6,-1.4,7,.,-3,0,1
COc1ccc(OC)c(NC(=O)CC2SC(=NCc3ccccc3)NC2=O)c1 (centres undefined),-6,122,0.4,-9,-3.1,15,-1,0,1,-3
COC(=O)C1=C(C(=O)c2ccc(C)cc2)C(c2ccccc2)n2nnnc2N1 (centres undefined),12,108,-0.2,11,-3.0,16,.,-2,-2,0
CCCN1CCN(CCCNC(=O)CCN2C(=O)COc3ccccc32)CC1,-10,102,-1.4,-1,-0.9,5,2,7,4,-1
CCOC(=O)C1=C(C)N=C2SC(C(=O)OC)=CC(=O)N2C1c1cc(OC)c(OC)c(OC)c1 (centres undefined),-14,86,0.3,-1,-1.9,13,4,2,-5,-3
Cc1ccc(/C=N/NC(=O)c2nnn(-c3nonc3N)c2C(C)C)o1,-9,106,-0.8,-1,-1.3,7,1,0,-1,4
Cc1cc(NC(=O)COc2coc(CN3CCN(c4ccc(F)cc4)CC3)cc2=O)no1,2,112,0.6,5,-2.2,12,-5,1,-5,-1
CCOc1cccc(/C=N/Nc2nc(N3CCCC3)nc(N3CCCC3)n2)c1O,1,88,-0.7,6,1.0,-5,-1,2,4,-2
O=C(NCCc1c[nH]c2ccccc12)c1ccccc1,-6,113,-1.2,15,-3.3,17,-1,3,-2,4
CC(Cl)C(=O)c1ccc2c(c1)CCN2C(=O)C1CC1 (centres undefined),0,107,-2.7,17,-0.2,1,-1,4,6,-2
COc1ccc(C2Nc3ccccc3C(=O)N2Cc2ccccc2)cc1OC (centres undefined),.,107,.,2,.,.,0,0,.,.
c1ccc(-c2cc3c(N4CCN(c5ccccc5)CC4)ncnc3s2)cc1,1,112,-0.6,8,-3.0,16,1,5,-1,-3
COc1ccccc1N1CCN(C(=O)c2cccc(S(=O)(=O)Nc3ccccc3F)c2)CC1,-6,104,-1.5,6,-1.9,8,1,-5,-1,2
CCN1CCN(C(=O)C2=CC(c3ccc(C)cc3)=NS(=O)(=O)N2C)CC1,3,93,0.3,1,-1.0,6,-2,-5,0,-4
Cc1cc(OCC(=O)OCC(=O)N(C)C2CCS(=O)(=O)C2)ccc1Cl (centres undefined),-12,100,0.7,-9,-1.9,12,1,2,-3,3
O=C(/C=C/c1ccc2c(c1)OCO2)c1ccc(O)cc1O,-4,101,0.1,-1,3.4,-18,?,0,2,-8
CCC(C(=O)N1CCN(c2ccccn2)CC1)n1nc(C)n2c(cc3occc32)c1=O (centres undefined),11,105,-2.0,19,-1.0,5,.,-1,-5,-6
O=S(=O)(Cc1ccc(Cl)cc1)CC(O)COCc1ccccc1 (centres undefined),-7,103,-1.6,-5,-0.1,0,-1,-2,1,-2
CC(=O)c1cc(C#N)c(Oc2cccc(C(F)(F)F)c2)nc1C,-5,.,-0.1,-4,6.2,-26,-1,-1,-2,0
O=C(NNC(=O)c1ccccc1F)c1cccc(-n2cccc2)c1,-6,93,7.1,5,-2.1,11,-3,-1,-9,-7
COc1ccc(OC)c(S(=O)(=O)N2CCC(c3nc4ccccc4[nH]3)CC2)c1,0,107,-0.6,47,-1.7,9,-6,-3,-1,-5
# (cont.)
SMILES,Cardiac RTF inh,DSG3 Ab inh,LANA DNA inh,Arrestin-AP2 inh,MOR-DOR ag,OPRM1-OPRD1 inv,Wnt bcat act,V-ATPase pHluor,RTF Ca sens act,Keap1 Nrf2 FP
Cc1onc(-c2ccccc2)c1C(=O)N1CC(C)OC(C)C1 (centres undefined),-8,101,0.2,0,-2.6,15,.,2,3,-3
Cc1cc(Cl)ccc1OCC(=O)OCC(=O)c1c(N)n(C)c(=O)n(C)c1=O,1,106,0.8,3,-1.9,7,-3,-2,-1,-7
Cc1cc(NC(=O)CSc2ccccn2)cc(NC(=O)CSc2ccccn2)c1,-3,.,-0.4,-3,-0.7,5,-1,-5,6,-8
C=CCNc1sc(C(=O)C(C)(C)C)c(N)c1C#N,-4,114,2.7,4,-1.8,8,-1,-1,3,-1
